# Compound activity deposited in PubChem BioAssay by several laboratories.
# p97 inhibitor: inhibitors of human p97 ATPase, primary screen, biochemical. hit rate 0.42% among 220,000. recombinant p97 ATPase, Kinase-Glo ATP luminescence, 3 h. inhibition, % at 8 µM. Transitional endoplasmic reticulum ATPase (Homo sapiens), P55072; in the data active = inhibition above about 15%;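 note: 0% = DMSO vehicle and 100% = wells lacking enzyme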
# NPY1 pot ag: NPY-Y1 receptor potentiators or agonists, primary screen, cell-based | Neuropeptide Y receptor type 1 (Homo sapiens), P25929 | AID 1304, 2008 | activation, % at 3.6 µM | NPY-Y1 expressing cells, potentiator/agonist activation | hit rate 0.37% among 220,000; in the data active = activation above about 33%, passing the limit was not always enough;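 note: cells stimulated with NPY at EC10 then isoproterenol at EC100; 0% = low agonist plus stimulus and 100% = saturating agonist plus stimulus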
# Target sequence (P25929 whole entry, looked up): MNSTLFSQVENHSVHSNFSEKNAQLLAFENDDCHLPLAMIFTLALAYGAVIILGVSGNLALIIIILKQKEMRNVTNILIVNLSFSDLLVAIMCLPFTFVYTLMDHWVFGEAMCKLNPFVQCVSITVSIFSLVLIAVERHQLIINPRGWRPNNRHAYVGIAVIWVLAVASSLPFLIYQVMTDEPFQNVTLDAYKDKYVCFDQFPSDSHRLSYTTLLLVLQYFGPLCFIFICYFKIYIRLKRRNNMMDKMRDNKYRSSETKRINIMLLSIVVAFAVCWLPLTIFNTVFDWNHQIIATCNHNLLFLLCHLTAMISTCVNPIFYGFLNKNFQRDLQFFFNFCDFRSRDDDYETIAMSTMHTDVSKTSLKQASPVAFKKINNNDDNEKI
# RBBP9 inhibitor: human RBBP9 inhibitors, primary screen, biochemical, fluorescence polarization, FP-Rh probe, HTS; Serine hydrolase RBBP9 (Homo sapiens), O75884; recombinant RBBP9; inhibition, % at 7.94 µM; hit rate 0.2% among 220,000;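 active = inhibition above the campaign mean of all tested compounds plus 3 SD, cut at about 14% in these data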;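 note: plate controls were DMSO wells with RBBP9 for no effect and wells lacking RBBP9 protein for full effect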
#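 Measured by: FP readout at 525/598 nm; material: recombinant human RBBP9; also added: Serine-hydrolase probe FP-Rh, 375 nM pre-mixing; medium: Tris buffer pH 8.0, NaCl, Pluronic; replication: one well per compound; doses: one concentration, 7.94 µM nominal, 0.794% DMSO; timing: preincubation 30 min plus labeling 45 min at 25 °C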
# NPY Y1 blocker: NPY-Y1 receptor antagonists, primary screen, cell-based. AID 1040, 2008. inhibition, % at 3.6 µM. Neuropeptide Y receptor type 1 (Homo sapiens), P25929. hit rate 1% among 200,000. HEK293-CNG Y1 cells, membrane potential fluorescence; NPY at EC95, then isoproterenol;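 active = inhibition above the campaign mean inhibition of all tested compounds plus 3 SD, cut at about 20% in these data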;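 note: 0% = DMSO wells given NPY plus isoproterenol and 100% = isoproterenol alone without NPY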
#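 Assay system: HEK293 cells with Y1 receptor plus CNG channel | Probe or stimulus: NPY (25 nM), isoproterenol (1 µM), Ro 20-1724 (25 µM) | Timing: Compound incubation 1 h at room temperature, readout 45 min post-stimulation | Measured by: Membrane-potential fluorescent dye readout | Benchmarks: High control isoproterenol alone, low control NPY with isoproterenol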
# Runt-SMMHC FRET: inhibitors of RUNX1 Runt–CBFb-SMMHC binding, primary screen, biochemical, FRET, Cerulean-Runt, Venus-CBFb-SMMHC, uHTS; Cerulean-Runt/Venus-CBFb-SMMHC FRET ratio 530/480, 1 h; inhibition, % at 20 µM; hit rate 0.74% among 220,000; AID 1434, 2008;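 active = mean inhibition across duplicate retests at 20 µM reaching about 50%, limit read from the data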;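 note: 0% = DMSO wells and 100% = wells with excess untagged CBFb-SMMHC; inhibitors lower the FRET ratio by blocking Runt binding to CBFb-SMMHC; some results filed as inactive read as strong as hits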
# NPY2 pot ag: NPY-Y2 potentiators or agonists, primary screen, cell-based. Neuropeptide Y receptor type 2 (Homo sapiens), P49146. cells expressing NPY-Y2, potentiator/agonist read-out. activation, % at 3.6 µM. hit rate 0.45% among 220,000; in the data active = activation above about 27%;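 note: cells stimulated with NPY near EC25 plus isoproterenol at EC100; 0% = vehicle plus submaximal agonist and 100% = vehicle plus saturating agonist; some results beyond the cut were filed as inactive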
# Hck-Nef inh: inhibitors of Nef-activated human Hck kinase, primary screen, biochemical, Z-Lyte FRET, 384-well, Hck-YEEI; Tyrosine-protein kinase HCK (Homo sapiens), P08631; Recombinant Hck-YEEI plus Nef, Z-Lyte FRET kinase assay; inhibition, % at 20 µM; hit rate 0.68% among 220,000; AID 463187, 2010;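 active = Hck-Nef kinase inhibition above about 50%, limit read from the data; inactive = inhibition below that limit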;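 note: 0% = DMSO with Hck plus Nef and 100% = Hck alone without Nef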
# Target sequence (P08631 whole entry, looked up): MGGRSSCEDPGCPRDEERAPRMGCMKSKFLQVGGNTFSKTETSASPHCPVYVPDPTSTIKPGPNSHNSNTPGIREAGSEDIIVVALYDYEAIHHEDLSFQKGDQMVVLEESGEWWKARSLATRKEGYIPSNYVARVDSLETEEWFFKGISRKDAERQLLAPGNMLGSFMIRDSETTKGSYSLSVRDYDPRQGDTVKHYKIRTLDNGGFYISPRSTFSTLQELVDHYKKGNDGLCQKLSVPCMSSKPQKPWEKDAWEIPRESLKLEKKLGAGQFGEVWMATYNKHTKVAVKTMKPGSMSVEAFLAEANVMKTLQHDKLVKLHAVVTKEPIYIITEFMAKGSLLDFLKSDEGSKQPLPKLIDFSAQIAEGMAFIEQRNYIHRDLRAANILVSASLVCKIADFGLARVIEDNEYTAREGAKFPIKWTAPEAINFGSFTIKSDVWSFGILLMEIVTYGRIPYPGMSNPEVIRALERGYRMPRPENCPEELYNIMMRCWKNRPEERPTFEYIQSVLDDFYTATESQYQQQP
# Runt-CBFb FRET: inhibitors of RUNX1 Runt–CBFb binding, primary screen, biochemical, FRET, Cerulean-Runt, Venus-CBFb, uHTS; Runt-related transcription factor 1 (Homo sapiens) + Core-binding factor subunit beta …; Cerulean-Runt/Venus-CBFb FRET ratio 530/480, 1 h; inhibition, % at 20 µM; hit rate 0.46% among 220,000;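 active = inhibition over about 50% at 20 µM in the single-dose screen, limit read from the data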;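 note: 0% = DMSO wells and 100% = excess unlabeled CBFb competitor control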
#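 Buffer or medium: Tris pH 7.5 buffer with BSA. Assay system: Cerulean-labeled Runt domain protein. Amount: each fluorescent fusion protein 100 nM. Read-out basis: loss of energy transfer signal. Incubation: 1 h compound exposure, room temperature. Probe or stimulus: Venus-CBFb binding partner, 100 nM. Detection: FRET, excitation 422 nm, emission at 530 and 480 nm.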
# Mdm2 ligase inh: MDM2-luciferase reporter signal enhancers, primary screen, MDM2 E3 ligase inhibitor project, cell-based, luminescence, 1536-well. cell-based MDM2 ubiquitination luciferase reporter, 2 h; 0 = plate control, 100 = twice control, blank-subtracted. signal enhancement, % at 5 µM. hit rate 0.11% among 210,000. AID 1230, 2008;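 active = signal enhancement of 30% or more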;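 note: luminescence tracks abundance of the self-degrading MDM2-luciferase fusion protein; higher signal means inhibition of MDM2 E3 ligase activity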
#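 System: stable MDM2–luciferase fusion reporter cells / Input: 2000 cells seeded into each well / Schedule: 4 h settle plus 2 h compound, 37 °C / Compound: single-point 5 µM / Buffer or medium: cells held in DMEM / Benchmarks: control and blank well means / Evaluation: percent signal gain over controls, blank-subtracted / Measured by: luciferase luminescence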
# The depositor's hits bear a star; . = no result given. Rows were taken by chance; overall some 3.5% were active at least once.
SMILES	p97 inhibitor	NPY1 pot ag	RBBP9 inhibitor	NPY Y1 blocker	Runt-SMMHC FRET	NPY2 pot ag	Hck-Nef inh	Runt-CBFb FRET	Mdm2 ligase inh
CCN(CC)S(=O)(=O)c1cccc(C(=O)NC(C(=O)Nc2nnc(C)s2)C(C)C)c1 (centres undefined)	0	16	3	1	-1	9	-2	6	-8
COc1ccc(OC)c2c(N)c(C#N)c(C(F)(F)C(F)(F)F)nc12	4	-2	-3	4	35	-13	2	9	-5
O=[N+]([O-])c1cccnc1N1CCN(c2ccccc2F)CC1	4	15	0	2	1	13	21	0	-6
CCN(CCO)c1cc(Cl)nc(SC)n1	6	17	-7	3	-5	-13	0	-1	11
Cc1c(-c2ccccc2)nc(N)c(C#N)c1-c1cccnc1	-1	3	-9	.	2	7	17	2	-6
C=C(C)CNC(=S)N/N=C(\C)c1cccc(NC(C)=O)c1	-2	14	-1	-4	2	0	7	-1	-13
Cc1[nH]c2ccccc2c1/C=N/NC(=O)c1cccs1	16*	15	0	0	-3	-2	28	2	0
COc1cccc(Oc2ccc(C(F)(F)F)cc2NC(=O)c2cccc(F)c2)c1	-8	-85	-15	12	-4	-16	0	-2	3
CC1=CC(=O)N(c2ccc(C)cc2)C1c1ccc(Cl)cc1 (centres undefined)	2	12	-5	1	0	15	1	-5	-3
COc1ccccc1OCC(=O)Nc1ccc(S(=O)(=O)N2CCCCCC2)cc1	-5	-28	-10	5	-1	-10	0	2	-13
Cc1ccc(N2C(=O)c3ccc(C(=O)N4CCN(Cc5ccccc5)CC4)cc3C2=O)cc1	2	13	-5	.	2	0	26	-7	.
C=CCn1c(=O)/c(=C/c2ccc(F)cc2)s/c1=C(\C#N)c1nnc2n1CCCCC2	3	-19	4	-5	-5	-3	3	-2	-1
O=C(c1ccccc1F)N1CCN=C1SCc1cccnc1	6	8	6	-3	-5	-6	3	2	-9
CCOC(=O)c1sc2ncn(/N=C/N(C)C)c(=O)c2c1C	-6	0	-11	-6	1	6	-1	1	-7
COc1cc(/C=N/NC(=O)c2ccccc2)ccc1OS(=O)(=O)c1ccccc1	-3	1	-11	2	3	-4	6	2	2
CCC(=O)OCC(=O)c1cc(C)n(-c2ccc(Br)cc2)c1C	-6	14	0	-5	-1	18	17	-1	-9
Cc1ccc(-c2cc(C(=O)N3CCCc4ccccc43)c3ccccc3n2)cc1	-4	1	-8	10	-1	-4	0	-1	-17
Cn1c(=O)n(C)c2cc(S(=O)(=O)NCc3ccco3)ccc21	2	8	6	3	-44	2	-4	-1	-11
COc1ccc2nc(NC(=O)CSc3nc(C)cc(C)n3)sc2c1	-7	-20	-5	0	1	-10	-1	-2	-11
Cn1c(SCC(=O)N/N=C/c2cccs2)nc2ccccc21	-2	-4	-6	3	1	-8	2	0	-2
Cc1cc(C(=O)COC(=O)c2ccc(CO)cc2)c(C)n1CC1COc2ccccc2O1 (centres undefined)	5	2	-4	-5	-6	9	3	-5	-19
COCCn1c(Cc2ccccc2)nnc1SCC(=O)Nc1cc(C)on1	-3	-4	-6	3	3	-8	-2	2	-9
Cn1c(SCC(=O)Nc2nccs2)nnc1-c1ccncc1	4	16	0	1	-8	-7	1	2	-12
C/C(CCc1ccc2c(c1)OCO2)=N\N=C(/N)SC1CC(=O)N(c2ccc(Cl)cc2)C1=O (centres undefined)	4	-8	0	3	3	-5	1	-2	6
CN1c2ccsc2C(O)=C(C(=O)Nc2ccccc2)S1(=O)=O	0	9	-5	1	24	0	3	5	-4
COc1ccccc1/C=N/NC(=O)CN(C1=NS(=O)(=O)c2ccccc21)c1ccccc1	12	20	-8	1	-5	16	2	-1	-7
CCCC(=O)Nc1c(C(=O)OCC)oc2ccccc12	2	11	-2	-1	2	-26	2	-1	2
CCCc1nnc(NC(=O)Cn2c(=O)oc3cc(Br)ccc32)s1	2	-18	-10	9	2	-20	-12	-3	-18
O=C1N/C(=C\c2ccc(O)cc2)C(=O)c2ccccc21	6	20	-12	3	-28	22	5	-2	-17
CC(=O)C1=C(O)C(=O)N(Cc2cccnc2)C1c1ccc(Cl)cc1 (centres undefined)	3	-21	-2	4	1	17	6	-2	-2

# Among those listed so far, these contain bromine.
SMILES	p97 inhibitor	NPY1 pot ag	RBBP9 inhibitor	NPY Y1 blocker	Runt-SMMHC FRET	NPY2 pot ag	Hck-Nef inh	Runt-CBFb FRET	Mdm2 ligase inh
CCC(=O)OCC(=O)c1cc(C)n(-c2ccc(Br)cc2)c1C	-6	14	0	-5	-1	18	17	-1	-9
CCCc1nnc(NC(=O)Cn2c(=O)oc3cc(Br)ccc32)s1	2	-18	-10	9	2	-20	-12	-3	-18

# Remaining list, next part.
SMILES	p97 inhibitor	NPY1 pot ag	RBBP9 inhibitor	NPY Y1 blocker	Runt-SMMHC FRET	NPY2 pot ag	Hck-Nef inh	Runt-CBFb FRET	Mdm2 ligase inh
CCC(CC)C(=O)NCc1ccccc1OC	1	-11	-13	-2	0	5	0	0	-22
COc1ccc(C(=O)/C(=C/c2cccs2)c2nc3ccccc3o2)cc1	3	-25	-2	4	18	-9	1	-2	-21
COc1ccc(CCN2C(=O)CC(NCCc3ccc(S(N)(=O)=O)cc3)C2=O)cc1OC (centres undefined)	4	8	-3	0	-1	13	1	5	-17
COc1cccc(C(=O)COc2ccc3ccc(=O)oc3c2)c1	1	2	-3	-10	4	-3	18	-1	-15
O=C(c1ccc2c(=O)n(Cc3ccc4c(c3)OCO4)c(=S)[nH]c2c1)N1CCCCC1	3	7	6	5	-1	-39	3	0	5
Cc1ccc(-n2nc(C)c(C(C)(O)C(F)(F)F)c2N)cc1 (centres undefined)	6	10	0	3	-12	-4	3	-6	8
CN(C)S(=O)(=O)N(CC(=O)N1CCN(c2ccccc2)CC1)c1ccccc1	-2	1	1	3	1	5	36	0	2
COC(=O)CSc1[nH]c2ccccc2c1[N+](=O)[O-]	1	39	5	.	-4	1	14	2	.
CN(C)S(=O)(=O)c1ccc(C(=O)Nc2ccc(Cl)cc2)cc1	2	8	5	-4	-2	1	-1	1	-11
O=C(Nc1ccc(Br)cc1)N1CCCCC1	-2	-3	-5	1	-1	9	19	0	-9
CCCS(=O)(=O)NCCc1cc2ccc(OC)cc2[nH]c1=O	3	12	-7	-4	-2	-4	-4	1	-4
Cc1ccccc1OCC(=O)Nc1cccc(C(=O)O)c1	5	10	-2	2	-1	-23	-6	0	-93
CCOc1ccc(N(CC(=O)NN=C2CCCC2)S(C)(=O)=O)cc1	-2	-1	-4	2	-1	2	-2	0	-17
O=C(CN1C(=O)CS/C1=C\c1nc(-c2ccc(Cl)cc2)cs1)Nc1cccnc1Cl	5	20	5	-3	-55	6	22	3	-9
Cc1nc(NC(=O)c2ccccc2)sc1-c1csc(Nc2ccc(C(=O)O)cc2)n1	15*	16	-4	.	-5	10	93*	12	.
Fc1cccc(Cc2noc(CN3CCC(c4ccncc4)CC3)n2)c1	-4	7	-5	-4	-3	4	27	0	-9
CCOC(=O)c1ccc(NC(=S)N(CCCN2CCCCCC2)Cc2ccco2)cc1	-1	3	-4	3	5	-2	3	0	18
COC(=O)Cn1c(CN2CCc3ccccc3C2)nc2c1c(=O)n(C)c(=O)n2C	.	.	.	.	-2	.	0	2	-8
Cc1ccccc1Cn1c(=O)n(-c2ccccc2)c(=O)c2ccc(C(=O)NCc3ccco3)cc21	5	-5	-4	0	-2	8	6	-1	.
O=C(NCc1ccccc1)C1=C[C@H](C2CC2)C[C@H](OCCCCO)O1	3	-4	2	-2	0	-6	0	0	.
O=C(Cn1[nH]c(=O)c2ccccc2c1=O)Nc1cccnc1	2	-10	-3	-1	-7	-9	2	1	-4
O=C(CN(Cc1ccccc1)C(=O)CCC(=O)Nc1nccs1)NCc1ccco1	7	5	-1	-1	3	13	-8	-2	-11
Fc1cccc(Cc2noc(CN3CCCCC3c3ccccn3)n2)c1 (centres undefined)	4	16	1	3	-2	6	20	1	27
O=C1c2ccccc2C(=O)N1c1ncccn1	0	9	-8	1	3	9	-5	0	6
CC(C)OC(=O)[C@H]1[C@H](c2ccc(Cl)cc2)[C@@](C#N)(C(N)=O)[C@@H]2C=CC(C(N)=O)=CN21	3	15	-6	-3	-8	9	6	-3	10
O=C(/C=C/c1ccccc1)CC(O)(c1ccccc1)C(F)(F)C(F)F (centres undefined)	0	-1	3	-3	2	4	-2	2	-16
COc1ccc(C(=O)NCc2nnc(SC)n2C2CCCCC2)cc1	-6	-6	-6	8	1	-8	-6	-2	4
O=C(CN1CCN(c2ccccc2F)CC1)c1c[nH]c2ccc(F)cc12	-2	-19	-2	4	-2	12	0	1	-13
CSC1=C(C#N)C(CC(C)C)C(C(C)=O)=C(C)N1 (centres undefined)	0	10	-4	0	0	16	1	0	-3
O=C(Nc1nnc(-c2ccco2)o1)c1cccc2ccccc12	6	0	-7	3	0	-1	2	5	-10
O=C(CSc1nc(C2CC2)nc2ccccc12)Nc1ccccc1N1CCOCC1	-3	4	-1	6	-2	-2	18	0	0
O=C(CN(Cc1ccccc1)C(=O)CSc1nnc(COc2ccccc2)o1)NC1CCCC1	4	-12	-11	1	-3	-6	14	-2	-12
CC(/C=N/NC(=O)c1cccs1)=C\c1ccccc1	1	-23	-2	-1	2	-17	20	2	-34
